Rab7 wt modul: alters GTP binding to wildtype dog Rab7 | GTP binding activity (percent of control), % at 10 µM | 190,000 tested, 0.055% active | GST-Rab7 beads, fluorescent GTP binding, flow cytometry; actives lie on both sides; untreated = 100%, excess cold GTP = 0%;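 active = fluorescent GTP binding to Rab7 beads changed by at least 20 points from the 100% baseline, either direction, mostly lower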;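 note: median green fluorescence of bound Bodipy-FL-GTP per Rab7 bead population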
Cdc42 wt GTP: changes GTP binding to wildtype human Cdc42 | P60953 | GST-Cdc42 beads, Bodipy-GTP binding, flow cytometry; actives lie on both sides | percent activity (GTP binding), % at 10 µM | 190,000 tested, 0.2% active;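 active = percent activity GTP binding at least 20 points away from the 100% baseline, either down as inhibitor or up as activator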;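 note: median bead fluorescence of bound Bodipy-FL-GTP at 100 nM; 0% = excess unlabeled GTP control and 100% = no compound control; below 100% means less GTP binding so inhibitor and above means activator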
Target sequence (P60953 whole entry, looked up): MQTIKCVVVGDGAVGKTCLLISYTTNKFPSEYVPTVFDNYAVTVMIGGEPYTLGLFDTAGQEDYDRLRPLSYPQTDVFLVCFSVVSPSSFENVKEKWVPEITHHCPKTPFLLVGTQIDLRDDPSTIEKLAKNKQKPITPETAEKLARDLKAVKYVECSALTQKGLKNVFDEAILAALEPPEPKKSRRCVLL
HRas wt GTP bind: modulators of GTP binding to human HRas wildtype; 190,000 tested, 0.14% active; AID 759; GTP binding activity, % at 10 µM; P01112; GST-Ras wt beads, Bodipy-FL-GTP binding, flow cytometry; actives lie on both sides;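 active = GTP binding activity at least 20% away from the 100% baseline, either lowered as inhibitor or raised as activator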;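 note: 0% = unlabeled GTP competition control and 100% = no-compound control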
Bfl-1 Bim block: inhibitors of Bim-Bfl-1 interaction, human. Q16548. Bead-based flow cytometry, Bim-Bfl-1 binding inhibition. inhibition, % at 10 µM. 190,000 tested, 0.12% active;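 note: 0% = wells without compound plus tracer and 100% = blocker peptide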
Bim-Bcl-2: disrupts Bim peptide binding to human Bcl-2; P10415; Bead-based flow cytometry, Bim peptide-Bcl-2 binding; inhibition, % at 10 µM; 190,000 tested, 0.06% active; AID 950; in the data active = inhibition above about 40%;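 note: 0% = no compound wells with probe peptide and 100% = reference peptide inhibitor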
Target sequence (P10415 whole entry, looked up): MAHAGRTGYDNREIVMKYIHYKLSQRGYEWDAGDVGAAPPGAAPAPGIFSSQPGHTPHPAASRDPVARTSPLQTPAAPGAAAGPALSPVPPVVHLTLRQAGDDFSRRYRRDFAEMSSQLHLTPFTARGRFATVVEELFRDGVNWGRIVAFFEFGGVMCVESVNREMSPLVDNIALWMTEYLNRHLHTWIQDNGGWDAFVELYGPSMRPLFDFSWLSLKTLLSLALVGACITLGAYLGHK
Rac1 mut GTP: modulators of GTP binding to human Rac1 activated mutant. percent activity (GTP binding), % at 10 µM. GST-Rac1 activated beads, fluorescent GTP binding, flow cytometry; actives lie on both sides; 100% means binding = to untreated wells. AID 764. P63000. 190,000 tested, 0.11% active;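 active = GTP binding at least 20 percentage points away from the 100% baseline, in either direction, so actives lie on both sides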
Bim-Bcl-W: human Bim-Bcl-W interaction inhibition; inhibition, % at 10 µM; Q92843; 190,000 tested, 0.02% active; bead-based flow cytometry, Bim peptide-Bcl-W binding;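 note: 0% = bound tracer without compound and 100% = peptide blocker; higher means less fluorescent Bim peptide bound to Bcl-W beads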
Target sequence (Q92843 whole entry, looked up): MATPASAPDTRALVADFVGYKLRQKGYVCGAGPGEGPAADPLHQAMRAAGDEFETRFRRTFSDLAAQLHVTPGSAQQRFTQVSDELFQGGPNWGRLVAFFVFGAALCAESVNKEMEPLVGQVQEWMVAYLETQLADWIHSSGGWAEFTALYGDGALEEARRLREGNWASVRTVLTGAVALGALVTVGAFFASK
Rac1 wt GTP bind: human Rac1 wildtype GTP binding, inhibitors and activators; AID 757; 190,000 tested, 0.27% active; GTP binding activity (% of control), % at 10 µM; P63000; GST-Rac1 beads, fluorescent GTP binding, flow cytometry; actives lie on both sides; 0 = cold GTP competed, 100 = untreated;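 active = GTP binding activity at least 20 points away from the 100% control level, either lower or higher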
Bcl-B Bim block: inhibitors of Bim-Bcl-B interaction, human; 190,000 tested, 0.073% active; bead-based flow cytometry, Bim peptide-Bcl-B binding; Q9HD36; inhibition, % at 10 µM; AID 951;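 note: 0% = tracer peptide without compound and 100% = reference inhibitor peptide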
Bim-Bcl-XL: disrupts Bim peptide binding to human Bcl-XL; 190,000 tested, 0.04% active; inhibition, % at 10 µM; Q07817; bead flow cytometry, fluorescence
Target sequence (Q07817 whole entry, looked up): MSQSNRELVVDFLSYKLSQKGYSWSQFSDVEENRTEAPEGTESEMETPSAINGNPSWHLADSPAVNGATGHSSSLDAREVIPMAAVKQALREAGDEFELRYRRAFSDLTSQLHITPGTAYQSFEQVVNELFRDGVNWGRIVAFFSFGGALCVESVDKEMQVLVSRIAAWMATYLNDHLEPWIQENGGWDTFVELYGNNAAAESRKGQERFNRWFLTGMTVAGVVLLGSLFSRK
Rab2A wt mod: changes GTP binding to wildtype dog Rab2A, up or down; GTP binding activity, % at 10 µM; GST-Rab2 wt beads, Bodipy-GTP binding, flow cytometry; 190,000 tested, 0.19% active; P61105; AID 760;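 active = GTP binding activity at least 20 points away from 100%, either lowered or raised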;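 note: 0% = beads with excess unlabeled GTP and 100% = no-compound control corrected for plate trend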
* marks the source's active call; other numbers are inactive results. Cut-off read from the data, not from the text of the source, unless noted: active = inhibition above about 40%.

HRas wt GTP bind,Bfl-1 Bim block,Bim-Bcl-XL,Rab7 wt modul,Rac1 wt GTP bind,Cdc42 wt GTP,Rab2A wt mod,Rac1 mut GTP,Bcl-B Bim block,Bim-Bcl-2,Bim-Bcl-W,Molecule
103,0,-2,102,102,103,102,100,-2,3,-1,COc1cc(C=O)ccc1Oc1nnnn1-c1ccc(C(N)=O)cc1
101,-3,-3,103,105,103,99,100,-3,2,0,CCC(C)(C)n1nnnc1C(c1ccccc1)N1CCN(C2CCCC2)CC1 (stereo not given)
91,-5,-1,95,94,98,98,94,-4,-3,-1,O=C(CSc1ccc(F)cc1)Nc1ccc(Br)cc1
98,-4,-3,97,100,93,95,97,-5,-2,0,O=C(Nc1ccc(N2CCOCC2)cc1)C1CCN(S(=O)(=O)c2ccc3c(c2)OCCO3)CC1
98,-11,-4,100,100,101,99,99,-6,-8,0,O=C(CCc1ccccc1)Nc1cc(Cl)ccc1O
101,-10,-3,100,103,103,103,100,-6,-7,0,CCc1ccccc1NC(=O)c1cnc2n(c1=O)CCS2
93,14,13,94,98,98,94,91,16,7,13,CC(/C=C/c1ccc(N(C)C)cc1)=N\N=C(/N)SC1CC(=O)N(c2ccc(C(=O)O)cc2)C1=O (stereo not given)
98,7,-3,96,100,94,94,92,-30,3,0,CCOC(=O)c1c(C)[nH]c(=S)c(C#N)c1-c1ccccc1
98,-3,-8,98,101,102,95,95,-5,-8,-8,O=C(CNC(=O)c1ccc2c(c1)OCO2)N/N=C(Br)/C=C/c1ccccc1
97,-9,-2,96,95,96,97,98,-6,-8,0,Cn1cc(CN2CCN(c3ccccc3)CC2)c2ccccc21
102,-4,-1,103,102,98,101,99,-3,0,-5,CN(Cc1nccn1C)C(=O)CC1C(=O)NCCN1Cc1cccc(Oc2ccccc2)c1 (stereo not given)
100,-14,-2,97,104,104,100,98,-10,-10,0,CCOC(=O)c1c(CN2CCN(C)CC2)n(C)c2cc(Br)c(OC)cc12
102,-11,-1,99,106,103,101,97,-6,-3,0,Cc1ccc(N2C(=O)c3ccccc3C2O)nc1 (stereo not given)
100,-13,3,100,103,103,99,98,-6,-7,-1,CC1/C(=C\c2ccc(Cl)cc2)C(=O)C2CC1C2(C)C (stereo not given)
96,-5,-4,101,99,95,99,96,-1,-4,-3,CN(C)/C=N/c1nccc(-c2cccs2)n1
93,-2,-2,96,89,92,95,88,-1,-4,-3,CCN(CC)S(=O)(=O)c1ccc(N2CCOCC2)c(NC(=O)c2ccccc2F)c1
98,-13,-7,98,101,101,98,97,-9,-8,0,Cc1oc2nc(SCCCC(=O)NCCCO)nc(N)c2c1C
101,-25,-7,96,109,104,100,98,-10,-11,-6,CCc1cc(Br)ccc1N1C(=O)C2CC=CCC2C1=O (stereo not given)
94,-6,-3,99,95,96,97,95,-6,-4,0,O=C(O)c1cccc(N2C(=S)N=C(Nc3ccccc3)C23CCCCC3)c1
103,-14,-12,100,108,106,104,101,-15,-11,-4,CCn1c(-c2ccc(C)cc2)n[nH]c1=S

An excerpt from above, showing only Rac1 mut GTP:
| Structure | Rac1 mut GTP |
| --- | --- |
| CCN(CC)S(=O)(=O)c1ccc(N2CCOCC2)c(NC(=O)c2ccccc2F)c1 | 88 |
| Cc1oc2nc(SCCCC(=O)NCCCO)nc(N)c2c1C | 97 |
| CCc1cc(Br)ccc1N1C(=O)C2CC=CCC2C1=O (stereo not given) | 98 |
| O=C(O)c1cccc(N2C(=S)N=C(Nc3ccccc3)C23CCCCC3)c1 | 95 |

New compounds follow
HRas wt GTP bind,Bfl-1 Bim block,Bim-Bcl-XL,Rab7 wt modul,Rac1 wt GTP bind,Cdc42 wt GTP,Rab2A wt mod,Rac1 mut GTP,Bcl-B Bim block,Bim-Bcl-2,Bim-Bcl-W,Molecule
100,-12,-3,100,103,99,99,99,-12,-16,3,O=C(O)CCC(=O)N(Cc1cccnc1)Cc1cccc(F)c1
101,-3,-1,100,102,101,99,99,-1,-2,0,COC(=O)[C@@]1(Cc2ccc(F)cc2)[C@H]2c3cc(C(=O)N(C)C)n(CCSCCO)c3C[C@H]2CN1C(=O)c1ccccc1
94,-12,-7,93,91,93,93,94,-8,-5,-3,Cc1cccc(/C=N/NC(=O)c2cccc([N+](=O)[O-])c2)n1
102,0,-1,101,103,102,102,99,-2,0,0,c1ccc(Sc2nc(N3CCCCC3)nc(N3CCCCC3)n2)nc1
97,0,0,93,95,96,96,92,0,-3,-2,COc1ccc(OCCCC(=O)Oc2ccc(OC)cc2)cc1
98,-16,-8,98,100,98,96,97,-9,-10,0,O=C(Nc1cccc2cccnc12)c1cccc2ccccc12
102,-9,-5,98,105,103,101,103,-8,-8,-1,CCOC(=O)c1c(-c2cccs2)csc1NC(=O)CN1CC(C)OC(C)C1 (stereo not given)
99,-7,-7,101,103,97,101,97,-1,-5,-6,CC(C)CNC(=O)NC(=O)COc1ccc(C=O)cc1
101,-2,-6,101,103,102,97,100,-1,-3,-2,Nc1ncnc(NCc2ccccc2)c1[N+](=O)[O-]
95,-3,3,91,98,94,93,94,0,-3,2,CC(NS(=O)(=O)c1ccc(Cl)c(Cl)c1)C(=O)OCC(=O)Nc1ccc2c(c1)OCO2 (stereo not given)
95,0,-4,101,92,94,96,94,-4,2,-2,Cc1cc(Br)ccc1OCCCCN1CCCCC1
90,-2,-4,93,93,84,91,89,-4,0,0,O=C(O)CN1C(=O)C2C3CC(C2C1=O)C1C(c2ccc(Cl)cc2)c2sc(=O)[nH]c2SC31 (stereo not given)
103,-2,-3,100,101,102,103,103,-4,-5,-4,CCn1c(SCC(=O)N/N=C/C=C\c2ccccc2[N+](=O)[O-])nnc1-c1ccccc1
96,-1,-2,100,102,101,99,100,-6,1,1,CC(C)CSc1n[nH]c(N)n1
100,-4,0,100,103,101,101,102,-7,-9,1,Cn1cccc1/C=C1\CC(C(C)(C)C)C/C(=C\c2cccn2C)C1=O (stereo not given)
97,-9,-1,99,94,94,97,94,-10,-9,0,COc1ccc(-c2nc(SCc3ccccc3)n(C(=O)c3ccco3)n2)cc1
100,0,0,101,99,104,99,98,-1,0,0,COc1cc2oc(=O)c3c(c2cc1OCC(=O)c1c(C)n(C)c2ccccc12)CCCC3
98,-3,-1,95,98,98,95,97,-5,-2,-4,CN(C)c1ccc(CNn2cnnc2SCc2ccc(F)cc2)cc1
97,-12,-2,99,99,101,100,98,-3,-9,0,Cc1ccc(C)c(N2CCN(C(=O)CNS(=O)(=O)c3cccs3)CC2)c1
100,2,-2,99,107,101,102,101,-8,-1,0,C=C(C)CNC(=S)Nc1nc2c(cc1C(=O)OCC)CCCC2
96,-6,0,98,98,98,94,98,-3,-8,5,C/C=C/c1ccc(OCCSc2nc(C)cc(=O)[nH]2)c(OC)c1
99,-15,-7,101,105,97,99,98,-5,-2,-2,C=CCNC(=O)c1ccccc1NC(=O)c1ccc(Cl)c(S(=O)(=O)Nc2cccc(C)c2C)c1
102,2,-2,100,102,104,103,101,0,1,-1,CCCCN(C)CCCNC(=O)CS(=O)Cc1nc(-c2ccc(OC)c(OC)c2)oc1C (stereo not given)
95,-6,-1,96,93,92,95,93,-1,-2,5,COc1ccccc1NC(=O)Nc1ccc(Cc2ccncc2)cc1
100,-21,-10,96,105,100,97,101,-10,-12,-5,COc1cc(C(=O)Nc2ccc(O)cc2C(=O)O)ccc1OC(C)=O
97,7,-2,101,102,97,97,96,-20,-13,6,Clc1cccc(N=C2NN=C(c3ccc4c(c3)OCCO4)CS2)c1
99,-3,0,101,97,96,99,95,-1,-2,2,CC(C)C(OC(=O)CCCC(=O)Nc1nccs1)C(=O)NC1CCCCC1 (stereo not given)
97,-5,-2,102,98,95,99,95,-2,-3,-1,CC(=O)Nc1ccc(N2CCCC(C)C2)c([N+](=O)[O-])c1 (stereo not given)
101,-15,-7,103,105,103,102,102,-6,-8,0,COc1cc(OC)cc(-c2nc3nc(C)c(CCC(=O)O)c(C)n3n2)c1
102,0,2,98,101,101,102,99,0,1,1,O=C(Nc1ccsc1C(=O)N1CCCCCC1)c1ccccc1
98,-2,0,98,98,97,100,94,-1,-2,1,O=C(COC(=O)CNC(=O)C1CCCCC1)Nc1ccc(Cl)cc1F
107,-1,0,102,105,106,106,102,0,-2,0,CC(C)(C)NC(=O)CSc1nnc(Cc2ccc3c(c2)OCO3)n1C1CCCCC1
97,-2,-6,99,100,97,97,98,-5,-2,-3,CCC(=O)Nc1cc(-c2nnc(OC)c3ccccc23)ccc1N1CCOCC1
99,-16,-9,96,100,100,98,97,-10,-14,-1,Cc1ccc(S(=O)(=O)N2CCN(C(=O)CSc3nc4ccccc4c(=O)[nH]3)CC2)c(C)c1
91,-9,-1,92,94,89,91,96,-4,-4,-5,CCOc1ccccc1OCC(=O)Nc1nc2ccccc2[nH]1
101,-7,-11,103,100,99,100,100,-15,-8,1,CCOc1ccc(C2C(C#N)=C(N)SC(N)=C2C#N)c(OCC)c1
98,-1,-2,98,95,100,98,96,0,-2,-2,C=CCN1CCN(Cc2cnc(Cl)s2)CC1
105,1,-3,101,109,105,103,103,-6,12,-3,CC(Sc1nc(-c2ccccc2)cc(C(F)(F)F)n1)C(=O)N1CCOCC1 (stereo not given)
101,-10,-2,99,105,106,102,99,-6,-3,1,COCCNC(=O)C(c1ccco1)N(C(=O)Cn1nnc2ccccc21)c1cc(C)ccc1C (stereo not given)
103,-2,-6,96,99,100,101,97,-6,-4,-3,CNC(=S)Nc1cc(OC)c(NC(=O)c2ccco2)cc1OC
107,-3,0,106,108,105,105,100,-3,-3,0,CC(C)(C)NC(=O)C(=O)N/N=C/c1ccc(Br)cc1
95,0,1,96,94,93,95,93,0,0,-3,CC(C)(C)OC(=O)N1CC=C2C(C#N)=C(N)C(C#N)(C#N)[C@H](c3cccnc3)[C@H]2C1
98,-5,0,103,98,97,100,94,-1,-1,0,Cc1nc(NC(=O)COC(=O)C2=NNC(=O)CC2)c(Cl)cc1Cl
100,0,-3,100,106,104,98,101,0,3,0,Cc1ccc(Cn2nc(C)c(NC(=O)CCCn3nc(C)c([N+](=O)[O-])c3C)c2C)cc1
100,4,1,99,105,98,100,98,0,4,0,COc1ccccc1C(=O)NC1CCCCCCC1
103,0,-3,102,98,101,101,99,0,0,-2,CCCCSc1nc(SCC(=O)NCc2ccco2)c2c3c(sc2n1)COC(C)(CC)C3 (stereo not given)
92,-2,0,94,90,102,100,95,-1,1,-3,O=C(/C=C/c1ccc(OCCCF)cc1)Nc1ccnc(-c2ccncc2)n1
99,-1,-3,91,96,98,94,95,-2,-1,1,COC(=O)c1cc(OC)c(OC)cc1NC(=O)c1c(-c2ccccc2)noc1C

Compound activity as filed in PubChem.
